Assay outcomes as filed in PubChem BioAssay.
ALOX12 inh = ALOX12 (human) lipoxygenase inhibition; purified 12hLO, xylenol orange hydroperoxide absorbance; P18054; Potency, µM (doses to about 108 µM), without a hit: at the highest dose activity change, negative = inhibition, hits mostly inhibitors; actives 1.1% (n = 580,000); active means well fitted inhibition curve with a large enough effect; inconclusive means small, poorly fitted or top-dose-only effect, or another doubt; inactive means no such curve, though single readings can be large or run the other way; further: potency means the concentration at half of the fitted maximal effect
Target sequence (P18054 whole entry, looked up): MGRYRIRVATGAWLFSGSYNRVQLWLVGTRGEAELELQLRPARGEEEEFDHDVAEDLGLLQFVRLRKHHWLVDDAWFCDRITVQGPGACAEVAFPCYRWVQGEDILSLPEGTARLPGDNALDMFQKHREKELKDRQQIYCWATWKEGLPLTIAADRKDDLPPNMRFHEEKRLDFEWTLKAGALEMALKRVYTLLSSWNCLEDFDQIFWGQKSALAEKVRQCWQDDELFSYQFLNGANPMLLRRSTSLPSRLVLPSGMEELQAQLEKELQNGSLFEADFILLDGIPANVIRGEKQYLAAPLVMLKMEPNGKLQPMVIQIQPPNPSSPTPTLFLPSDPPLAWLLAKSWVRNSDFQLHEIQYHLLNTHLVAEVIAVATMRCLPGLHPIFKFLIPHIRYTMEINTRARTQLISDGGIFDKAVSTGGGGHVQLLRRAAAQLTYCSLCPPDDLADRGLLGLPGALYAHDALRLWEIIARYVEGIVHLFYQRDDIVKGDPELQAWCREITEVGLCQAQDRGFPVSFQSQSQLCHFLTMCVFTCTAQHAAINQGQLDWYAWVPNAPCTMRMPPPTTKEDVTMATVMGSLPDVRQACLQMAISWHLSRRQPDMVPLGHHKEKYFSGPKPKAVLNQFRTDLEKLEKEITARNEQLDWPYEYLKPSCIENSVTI
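Hydroperoxide product was detected by ferrous iron/xylenol orange as the 573 to 405 nm absorbance ratio. Arachidonic acid at 40 uM (final) was turned over for 30 min at room temperature by 150 nM human 12hLO, pH 7.0 Hepes buffer, after 15 min compound preincubation.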
LDHA inh = blocks human lactate dehydrogenase A | P00338 | purified LDHA, NADH/diaphorase-resazurin fluorescence; stronger effect = lower value | activity change, % (values are at about 110 or 230 µM) | actives 0.15% (n = 480,000) | AID 1347041; in the data active means activity change below about -30%; inconclusive means mostly about -25% to -30%;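 further: plate controls were DMSO wells for no effect and wells without enzyme for full effect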
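Enzyme activity of human lactate dehydrogenase 5 (2 nM; 0.06 mM NADH, 0.2 mM pyruvate, 5 min, RT) is measured via a resazurin/diaphorase fluorescence readout of residual NADH.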
* = called active by the depositor; ? = inconclusive; [ ] = another dose, or the depositor's remark. Unless noted, on the % scale 0 is the no-effect control and ±100 the full control effect. Some of the compounds tested; the hit share may differ from the screen's.

SMILES | ALOX12 inh | LDHA inh
O=C1Cc2cc(C(=O)CSc3nnc(-c4ccccc4Cl)o3)c(Cl)cc2N1 | ? | -6
CC(=O)Nc1cccc(NC(=O)CSc2cn(CC(=O)N3CCOCC3)c3ccccc23)c1 | 4% | -13
Cc1ccc(S(=O)(=O)NCC2CCC(C(=O)N[C@H](C)C(=O)N3CCc4ccccc4C3)CC2)cc1 (stereo partly specified) | ? | 0
Cc1c(CC(=O)N2CCC(O)(c3ccc(Cl)cc3)CC2)c(=O)oc2c(C)c(O)ccc12 | ? | 8
CCCn1c(-n2nc(C)cc2C)nc2c1c(=O)n(CCOCC)c(=O)n2C | 8% | -8
COc1ccc(C2C(C(C)=O)=C(O)C(=O)N2c2ccccc2)c(OC)c1 (stereo unspecified) | -7% | 3
Cc1ccc2c(c1)CCCN2C(=O)c1cc2cc(C)ccc2nc1C | 3% | 9
Nc1nccnc1C(=O)NCc1ccc(CN2CCCCC2)cc1 | ? | 10
Cc1nn(-c2nc3c(c(=O)n(CCN4CCCCC4)c(=O)n3C)n2C(C)C)c(C)c1C | 0% | 4
COC(=O)c1ccccc1SCC(=O)Nc1cccc2c(=O)[nH][nH]c(=O)c12 | ? | -4
COc1ccc(-c2c(C)c3ccc(OS(=O)(=O)c4ccc(F)cc4)cc3oc2=O)cc1OC | 6% | 3
O=C(CC1Sc2ccc(C(F)(F)F)cc2NC1=O)Nc1cc(Cl)cc(Cl)c1 (stereo unspecified) | ? | 10
Cc1cccc(C(=O)Nc2ncc(Cc3ccc(C#N)cc3C(F)(F)F)s2)n1 | 1% | -8
CCOc1cc(C2NC(=O)NC(C)=C2C(=O)OCC(F)(F)F)ccc1O (stereo unspecified) | -26% | 0
COc1cc(/C=C(/C#N)C(=O)c2c[nH]c3cc(F)ccc23)cc(OC)c1 | ? | 27
CCCc1nc(-c2ccc(-c3ccc(Cl)cc3)nc2OC)no1 | 10% | 19
Cc1cc(F)ccc1S(=O)(=O)N(Cc1nccn1C)C1CC1 | ? | -5
C=CCN1C(=O)C(=O)N(Cc2coc(-c3ccc(C)cc3)n2)C1=O | ? | -24
Cc1ccc(C(NC(=O)Cn2nc(C)c3ccccc3c2=O)C2CC2)cc1 (stereo unspecified) | 82%[activator] | 7
COc1cc(C2C(C#N)=C(N)Oc3n[nH]c(C)c32)cc(Br)c1OCc1ccccc1 (stereo unspecified) | ? | -2

Full records, looked up by structure:
COc1cc(C2C(C#N)=C(N)Oc3n[nH]c(C)c32)cc(Br)c1OCc1ccccc1 (stereo unspecified) is listed with ALOX12 inh: ?; LDHA inh: -2
COc1ccc(-c2c(C)c3ccc(OS(=O)(=O)c4ccc(F)cc4)cc3oc2=O)cc1OC is listed with ALOX12 inh: 6%; LDHA inh: 3
O=C(CC1Sc2ccc(C(F)(F)F)cc2NC1=O)Nc1cc(Cl)cc(Cl)c1 (stereo unspecified) is listed with ALOX12 inh: ?; LDHA inh: 10

The listing continues:
SMILES | ALOX12 inh | LDHA inh
Cc1ccc(S(=O)(=O)N(CC(O)Cn2cnc3ccccc32)c2cccc(C)c2)cc1 (stereo unspecified) | -1% | 10
CCc1ccc(NC(=O)c2ncoc2-c2cccc(C)c2)cc1 | ? | 12
Cn1c(Oc2ccc(-c3ccc(Br)cc3)cc2)c(C#N)c(=O)n(C)c1=O | 13µM* | 13
COc1cc2c(cc1OC)C1=CC3(C(=O)Nc4c(C)cccc43)C(C#N)=C(N)N1CC2 (stereo unspecified) | ? | 4
COC(=O)c1sc(NC(=O)c2cc3ccccc3o2)c(C#N)c1C | 7% | -4
CCCS(=O)(=O)NC1CCN(c2nc3ccccc3o2)CC1 | -42% | 0
O=C(O)C(c1c[nH]c2ccc(Cl)cc12)N1CCN(c2nsc3ccccc23)CC1 (stereo unspecified) | 7% | 13
CCOc1ccccc1NC(=O)Nc1nnc(N(CC)c2ccccc2)s1 | 0% | 1
Cc1oc(-c2ccccc2)nc1Cn1nnc(C(=O)Nc2ccc3c(c2)OCCO3)c1N | -21% | -4
CN(C)CCCN(C(=O)c1cccc(C(F)(F)F)c1)c1nc2ccc(F)cc2s1 | 35µM* | 6
C/C(=N/NC(=O)c1ccccc1[N+](=O)[O-])c1cccc(NC(=O)C2CCCCC2)c1 | 38%[activator] | 3
COc1ccc(-c2nc3nc(C)cc(Nc4ccccc4C)n3n2)cc1 | 58%[activator] | 5
Cc1cc(=O)oc2cc(OC(=O)[C@@H](NC(=O)OC(C)(C)C)C(C)C)c(Cl)cc12 | -7% | -1
Cc1nc2ccc(C(=O)NCC3CN(CC(C)C)CCO3)cc2nc1C (stereo unspecified) | -2% | 4
CCCCOC(=O)c1nc2ccccc2nc1NCc1ccccc1OC | 12% | 3
CN(Cc1ccccc1Br)c1ccc(S(N)(=O)=O)cn1 | 8% | 0
O=C(OCc1csc(-c2ccccc2)n1)c1ccc(S(=O)(=O)N2CCOCC2)cc1 | 3% | -9
Cc1cc(O)c2c(C)c(CC(=O)NCCCOC(C)C)c(=O)oc2c1 | ? | 8
O=C(c1n[nH]c(=O)c2ccccc12)N1CCN(S(=O)(=O)c2ccc3ccccc3c2)CC1 | 54%[activator] | 9
CC(=O)NNC(=S)NC1CCCCC1 | 49%[activator] | 0
CC/C=C(/C)C(=O)NC1CCN(C(=O)C(C)(C)C)CC1 | -24% | -10
Cc1ccc(C(=O)COC(=O)C2C3CCC(C3)C2C(=O)OCC(=O)c2ccc(C)c(C)c2)cc1C (stereo unspecified) | 25% | 0
Cc1cc2cc(NS(=O)(=O)c3cccs3)ccc2[nH]1 | ? | -6
CCOC(=O)/C=C/c1cc(C(=O)OCC)c(/C=C/C(=O)OCC)cc1C(=O)OCC | 10% | -12
CCOCCCNC(=O)Cn1c(=O)c2c(ncn2CCOC)n(Cc2ccccc2)c1=O | 8% | -1
Cc1ccc2c(c1)c(-c1ccccc1)c(-c1ccccc1)n2CCC#N | 2% | 12
c1ccc(OCCNC2CCCC2)cc1 | -19% | 4
COc1ccc2c(CCNC(=O)c3ccccc3OC)c[nH]c2c1 | ? | -10
CCN(Cc1ccc2c(c1)OCCO2)C(=O)Cn1cnc2c(cnn2C)c1=O | 0% | -10
CC1(C)CC(NC(=O)CCC2CCCCC2)CC(C)(CNC(=O)CCC2CCCCC2)C1 (stereo unspecified) | 11% | 5
O=C1c2ccccc2C(c2nnnn2Cc2ccccc2)N1CCc1ccccc1F (stereo unspecified) | -4% | -1
Fc1ccc(Nc2ncnc3onc(-c4ccc(Cl)cc4)c23)cc1 | -3% | 3
O=C(Nc1ccccc1)C1CCN(c2nc3ccccc3o2)CC1 | -19% | 0
Fc1ccc(-n2nnnc2SCc2ccc(Cl)cc2)cc1Cl | -6% | 31
Cn1c(SCC(=O)NCc2ccccc2CN2CCOCC2)nnc1-c1ccc(Cl)cc1 | -38% | -1
Cc1ccc2nsnc2c1NC(=O)c1cc(Cl)ccc1Cl | -17% | -3
COc1ccccc1NC(=O)C1CCN(c2nc3ccccc3nc2OC)CC1 | 11% | 2
O=C(COC(=O)c1cc2ccccc2oc1=O)NC1CCCCCC1 | 2% | -18
O=C(COC(=O)Cc1ccc(F)cc1)NCc1ccccc1 | -9% | -4
CCCCCNC(=O)CCCC(=O)NCCCCC | 7% | 2
CC(=O)c1ccc(S(=O)(=O)N2CCN(C(=O)CN3CCC(C)CC3)CC2)cc1 | 9% | -4
CC(C)(C)c1nnc2sc(-c3ccc4c(c3)OCO4)nn12 | ? | 1
N#Cc1ccc(COC(=O)c2ccc(CN3CCCC3=O)cc2)c(F)c1 | 20% | 1
Cn1nc(C(=O)NC(c2ccccc2)c2cccs2)c2ccccc2c1=O (stereo unspecified) | -10% | 2
N#CCCNC12CC3CC(CC(C3)C1)C2 | ? | -7
CN(CC(=O)Nc1cccc(F)c1)C(=O)Cc1csc(-c2cccc(Br)c2)n1 | ? | 0
Cc1cccc(OCCOC(=O)Cn2cnc3c2c(=O)n(C)c(=O)n3C)c1 | ? | -10
COc1cccc(Oc2ccc(CNc3ncccn3)cn2)c1 | 9% | 2
COc1ccc(C(=O)NC2CC(=O)N(c3ccc(F)cc3)C2)cc1 (stereo unspecified) | 3% | -2
COc1cccc2c(Nc3ccc(C)cc3)cc(C)nc12 | 0% | -1

Other records follow:
SMILES | ALOX12 inh | LDHA inh
CC(NC(=O)CC1C=CCC1)c1cccs1 (stereo unspecified) | -28% | 8
Nc1nnnn1Cc1nnc(SCc2ccc(Cl)c(Cl)c2)n1-c1ccccc1 | -6% | -6
O=C(CCC(=O)c1ccc(Cl)cc1)OCc1ccc([N+](=O)[O-])cc1 | 7% | 8
Cc1ccc(S(=O)(=O)c2cn(CC(=O)Nc3ccc(F)c(Cl)c3)c3nc(C)ccc3c2=O)cc1 | ? | 8
O=C(c1c(F)cccc1F)N(Cc1cccc2[nH]ccc12)C1CC1 | 4% | 7
CCc1[nH]c(C(=O)OC(C)C(=O)NC2CC2)c(C)c1C(=O)OC (stereo unspecified) | 8% | -3
O=C(COC(=O)[C@@H]1CCCN1S(=O)(=O)c1ccc(Cl)cc1)Nc1ccc(F)cc1F | ? | -1
Cc1cccc(C)c1NC(=O)c1ccc2ncsc2c1 | ? | 4
C#CCN(CC(=O)NC(=O)NCC)C1CCCCC1 | -16% | 3
Cc1ccc(NC(=O)c2nc3ccccc3n(C)c2=O)cc1C | ? | 5
CC(C)(C)NC(=O)C(c1ccc(C(F)(F)F)cc1)n1c(=O)c(-c2ccccc2)nc2ccccc21 (stereo unspecified) | ? | 3
Clc1ccc(COc2ccccc2CNCc2cccnc2)c(Cl)c1 | ? | 1
Cc1ccccc1-n1nnnc1C(C)(C)NC1CCCCC1 | 0% | -9
Cc1ccn(C(=O)C2CCN(C(=O)c3ccc(F)cc3)CC2)c(=NC2CCCCC2)c1 | 0% | -8
COC(=O)c1cccc(COC(=O)c2ccc3c(c2)OCCCO3)c1 | -1% | 5
COc1ccc(-c2cc3ncc4c(n3n2)-c2cc(F)ccc2OC4)cc1 | 14% | 4
CC(C)n1ncc2cc(NC(=O)c3ccc(S(=O)(=O)N(C)C)cc3)cnc21 | 4% | 11
COc1ccc(C(C)=O)cc1-c1cccc(C(F)(F)F)c1 | 14% | 2
CCc1cccc(NC(=O)CC(C)C)c1 | 13% | 3
O=Cc1ccc(-c2cc(Cl)c(Cl)cc2Cl)o1 | ? | 0
CC(=O)N1CCC2(CC1)Oc1ccccc1C1CC(c3cccc(OC(F)F)c3)=NN12 (stereo unspecified) | -24% | 7
CCSc1nc2n(n1)C(c1cccnc1)C1=C(CC(C)(C)CC1=O)N2 (stereo unspecified) | -22% | -5
O=C1NC[C@@H](CCCCN2C[C@H](Cc3ccccc3)N(CC3CCCCC3)C(=O)C2=O)N(CCc2ccc(O)cc2)C1=O | ? | 5
COc1ccc(-c2oc3c(c2C(=O)OCCCO)C(OCCO)CCC3)cc1 (stereo unspecified) | 15% | 2
O=C(NCc1ccccc1)C12CC3CCC(CC(C3)C1)C2 | 6% | 10
CCCCC[C@@H](C)N1C[C@@H](COCc2ccccc2)Oc2cc(N3CCC[C@@H]3CO)ccc2S1(=O)=O | -6% | 4
COc1ccc(C(C)=O)cc1CC(=O)Nc1cc(S(C)(=O)=O)ccc1C | ? | -4
CCOc1ccc(N2CC(C(=O)Nc3cc(C)ccn3)CC2=O)cc1 (stereo unspecified) | -21% | 0
O=C1NC[C@@H](CCCCN2CCN(CCc3ccccc3)C(=O)C2=O)N(CCC2CCCCC2)C1=O | 0% | -5
CCCC(=O)Nc1ccc(C(=O)NCc2cccnc2)cc1 | ? | 2

Compounds above that contain a CF3 group:
SMILES | ALOX12 inh | LDHA inh
O=C(CC1Sc2ccc(C(F)(F)F)cc2NC1=O)Nc1cc(Cl)cc(Cl)c1 (stereo unspecified) | ? | 10
Cc1cccc(C(=O)Nc2ncc(Cc3ccc(C#N)cc3C(F)(F)F)s2)n1 | 1% | -8
CCOc1cc(C2NC(=O)NC(C)=C2C(=O)OCC(F)(F)F)ccc1O (stereo unspecified) | -26% | 0
CN(C)CCCN(C(=O)c1cccc(C(F)(F)F)c1)c1nc2ccc(F)cc2s1 | 35µM* | 6
CC(C)(C)NC(=O)C(c1ccc(C(F)(F)F)cc1)n1c(=O)c(-c2ccccc2)nc2ccccc21 (stereo unspecified) | ? | 3
COc1ccc(C(C)=O)cc1-c1cccc(C(F)(F)F)c1 | 14% | 2

New compounds follow
SMILES | ALOX12 inh | LDHA inh
O=C(CCc1nc(-c2ccc(Cl)cc2)no1)Nc1cccc(S(=O)(=O)NC2=NCCC2)c1 | ? | 1
CC(C)CCNC(=O)NC(=O)CCl | 28µM* | 4
CCN(C(=O)C1CCN(c2oc(-c3ccco3)nc2C#N)CC1)c1ccccc1 | -26% | -22
O=S(=O)(Cc1ccc(F)cc1Cl)C12CC3CC(CC(C3)C1)C2 | 22% | -2
Cc1nc(NCc2ccccc2)sc1C(=O)NCCC(C)C | 2% | 3
CCOc1ccc(CN(Cc2ccccc2)Cc2cc(=O)n3nc(CC)sc3n2)cc1 | ? | -5
COc1cccc(CN2CCCCCC2c2cccs2)c1OC (stereo unspecified) | -5% | 3
Cc1cc(COc2ccc(C(=O)c3ccc(Cl)cc3)cc2)no1 | ? | -5
